tim23-1 inh – growth inhibitors of tim23-1 mutant yeast | S. cerevisiae tim23-1 growth, BacTiter-Glo luminescence, 24 h | hit rate 1.3% among 330,000 | AID 463212 | inhibition, % at 20 µM;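 active = growth inhibition of the mutant yeast at or above 50%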;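 note: temperature-sensitive mutant grown at 25 °C; plate controls were DMSO-treated mutant yeast for no effect and medium wells lacking yeast for full effect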
UPR XBP1 act – activators of adaptive arm of unfolded protein response (XBP1). activation, % at 20 µM. CHO-XBP1 luciferase reporter, IRE1-XBP1 UPR activation, luminescence; percent of tunicamycin response, DMSO as zero. hit rate 0.33% among 330,000. AID 463104;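 active = versus positive control, 20 µM dose yields 30% or more activation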;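 note: 100% = tunicamycin at 10 µg/mL and 0% = DMSO only wells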
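assay system = CHO-XBP1 luciferase reporter cells | amount = 1000 cells/well | buffer or medium = F12 plus 10% FBS | compound dosing = single point, 20 µM final compound, 1% DMSO | incubation = 16-18 h cell attachment at 37 °C, then 6 h compound exposure | detection = Steady-Glo luminescence read | controls = tunicamycin 10 µg/mL and vehicle-only wells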
APJ antag – APJ receptor antagonism. inhibition, % at 20 µM. CHO-K1 APJ beta-arrestin complementation, luminescence. hit rate 0.32% among 330,000. AID 2521;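 active = inhibition above about 40% at 20 µM, limit read from the data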;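 note: cells challenged with 10 nM apelin-13 agonist together with compound; plate controls were apelin-13 plus DMSO wells for no effect and DMSO wells lacking apelin-13 for full effect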
APJ agonist – activates the human apelin receptor APJ; hit rate 0.11% among 330,000; CHO-K1 APJ PathHunter beta-arrestin, luminescence; 0% DMSO wells, 100% apelin; activation, % at 20 µM;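 active = activation more than six SD over the plate average, tested at 20 µM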;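 note: 0% = DMSO alone and 100% = apelin-13 at 10 nM; some results filed as inactive read as strong as hits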
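Material: engineered CHO-K1 APJ arrestin reporter cells; amount: 1000 CHO-K1 reporter cells seeded per well; incubation: compound stimulation 90 min at 25 °C, detection 60 min; signal: luminescent beta-gal fragment complementation, chemiluminescent substrate; read-out basis: APJ agonist activity; controls: DMSO-only wells as negative, 10 nM Apelin-13 as positive control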
CXCR6 inh – CXCR6 (human) receptor inhibition. CHO-K1 PathHunter CXCR6 beta-arrestin, luminescence. inhibition, % at 20 µM. O00574. hit rate 0.36% among 360,000; in the data active = inhibition above about 34%, passing the limit was not always enough;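 note: antagonist mode with CXCL16 agonist at 10 nM final; 0% = 10 nM CXCL16 with DMSO and 100% = unstimulated wells without agonist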
Target sequence (O00574 whole entry, looked up): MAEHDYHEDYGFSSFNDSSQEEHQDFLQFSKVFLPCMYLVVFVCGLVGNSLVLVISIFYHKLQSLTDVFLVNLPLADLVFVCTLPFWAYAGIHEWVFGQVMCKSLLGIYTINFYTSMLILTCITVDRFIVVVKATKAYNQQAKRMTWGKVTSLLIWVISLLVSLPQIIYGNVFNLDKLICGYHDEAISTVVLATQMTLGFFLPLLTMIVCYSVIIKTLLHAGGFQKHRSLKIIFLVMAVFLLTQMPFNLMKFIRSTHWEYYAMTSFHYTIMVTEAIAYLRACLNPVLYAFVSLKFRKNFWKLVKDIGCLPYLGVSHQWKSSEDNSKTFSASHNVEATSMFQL
Mdm2 MdmX PPI – disrupts the human Mdm2-MdmX interaction; O15151+Q00987; SaOS-2 split-luciferase Mdm2/MdmX complementation, luminescence; inhibition, % at 8 µM; hit rate 3% among 330,000;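 active = inhibition of at least 50% at 8 µM in the primary screen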
CCR6 antagonist – CCR6 (human) receptor antagonism; hit rate 0.49% among 340,000; CHO-K1 CCR6 PathHunter beta-arrestin, luminescence, CCL20-stimulated; inhibition, % at 20 µM;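 active = compounds whose inhibition of the agonist-driven luminescence signal at 20 µM reaches about 50%, limit read from the data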;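 note: cells stimulated with CCL20 at 14 nM final; plate controls were DMSO with CCL20 for no effect and DMSO without agonist for full effect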
Target sequence (P51684 whole entry, looked up): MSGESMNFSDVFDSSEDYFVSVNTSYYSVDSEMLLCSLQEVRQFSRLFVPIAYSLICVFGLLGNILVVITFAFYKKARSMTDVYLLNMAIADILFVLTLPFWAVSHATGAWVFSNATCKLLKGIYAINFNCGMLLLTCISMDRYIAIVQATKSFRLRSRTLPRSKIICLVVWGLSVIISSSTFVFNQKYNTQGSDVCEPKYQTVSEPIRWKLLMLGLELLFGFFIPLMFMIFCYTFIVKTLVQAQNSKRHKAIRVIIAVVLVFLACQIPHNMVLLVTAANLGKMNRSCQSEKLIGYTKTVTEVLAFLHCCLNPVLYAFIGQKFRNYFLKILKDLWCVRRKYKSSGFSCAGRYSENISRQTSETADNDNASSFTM
UPR CHOP act – apoptotic UPR (CHOP) activation; CHO-CHOP luciferase reporter, luminescence; percent of tunicamycin response over DMSO baseline; hit rate 0.34% among 330,000; AID 449763; activation, % at 10 µM;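 active = at 10 µM dose, activation of 40% or more, normalized to positive control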;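 note: 100% = tunicamycin at 10 µg/mL and 0% = DMSO alone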
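Material: CHO-CHOP cells, stable luciferase reporter of PERK-eIF2a-CHOP signalling; quantity: 500 reporter cells seeded per well; buffer or medium: F12 medium containing 10% fetal bovine serum; compound: one dose, 10 µM in 0.5% DMSO; incubation: 6 h compound treatment, 37 °C; measured by: Steady-Glo luciferase luminescence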
EBI2 antag – blocks human EBI2 receptor beta-arrestin signaling; EBI2 beta-arrestin recruitment, luminescence, 7a,25-OHC stimulated; inhibition, % at 5 µM; hit rate 0.81% among 360,000; P32249; in the data active = inhibition above about 38%;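 note: enzyme fragment complementation signal reports receptor beta-arrestin coupling in cells; 0% = agonist plus DMSO wells and 100% = wells without agonist; some results beyond the cut were filed as inactive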
Target sequence (P32249 whole entry, looked up, the tested form may be a part): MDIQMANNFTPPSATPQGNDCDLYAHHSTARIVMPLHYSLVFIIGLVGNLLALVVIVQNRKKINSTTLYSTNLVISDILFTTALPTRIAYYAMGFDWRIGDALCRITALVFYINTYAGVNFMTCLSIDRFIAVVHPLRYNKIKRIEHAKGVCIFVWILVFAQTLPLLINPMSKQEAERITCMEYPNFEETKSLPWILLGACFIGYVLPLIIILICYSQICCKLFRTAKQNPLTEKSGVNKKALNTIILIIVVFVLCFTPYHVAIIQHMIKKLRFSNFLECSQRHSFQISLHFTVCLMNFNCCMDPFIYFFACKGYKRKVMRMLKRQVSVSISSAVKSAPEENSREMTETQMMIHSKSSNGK
Numbers without * were called inactive; & = joins results of further samples. Some of the compounds tested. The share of hits here may be higher or lower than overall.

`Oc1oc(-c2ccccc2)nc1C=Nc1cccc2ccccc12` gave tim23-1 inh 25, UPR XBP1 act 2, APJ antag -2, APJ agonist -6, CXCR6 inh 0, Mdm2 MdmX PPI 46, CCR6 antagonist 10, UPR CHOP act -0.9 and EBI2 antag 2.
CCC(C)NS(=O)(=O)c1ccc(N)cc1 (configuration not stated) was read as tim23-1 inh -2, UPR XBP1 act 2, APJ antag 18, APJ agonist -3, CXCR6 inh 1, Mdm2 MdmX PPI 32, CCR6 antagonist 6, UPR CHOP act -1.4 and EBI2 antag -3.
`COc1ccc(OC)c(C2=NS(=O)(=O)N(C)C(C(=O)N3CCC4(CC3)OCCO4)=C2)c1` gave tim23-1 inh 6, UPR XBP1 act -2, APJ antag 3, APJ agonist -4, CXCR6 inh 6, Mdm2 MdmX PPI 19, CCR6 antagonist 11, UPR CHOP act -0.6 and EBI2 antag 8.
For CCN1CCSc2ccc(C(=O)NCc3ccccc3C)cc21 the results were tim23-1 inh 33, UPR XBP1 act 1, APJ antag 7, APJ agonist -4, CXCR6 inh -9, Mdm2 MdmX PPI -3, CCR6 antagonist 5, UPR CHOP act 0.3 and EBI2 antag 12.
CCN(CC)S(=O)(=O)c1cccc(-c2cn3cccnc3n2)c1 was read as tim23-1 inh 11, UPR XBP1 act 0, APJ antag -21, APJ agonist 1, CXCR6 inh -4, Mdm2 MdmX PPI -2, CCR6 antagonist 3, UPR CHOP act -0.4 and EBI2 antag -2.
`COC(=O)c1ccc(Cl)c(-c2ccc(/C=N/NC(=O)Nc3ccccc3)o2)c1` gave tim23-1 inh 4, UPR XBP1 act -3, APJ antag -2, APJ agonist 0, CXCR6 inh -13, Mdm2 MdmX PPI 9, CCR6 antagonist -15, UPR CHOP act -1.2 and EBI2 antag -2.
Screening CC(C)(C)c1ccc(OCCON2C(=O)CCC2=O)c(Cl)c1 returned tim23-1 inh 22, UPR XBP1 act 2, APJ antag -2, APJ agonist 0, CXCR6 inh -2, Mdm2 MdmX PPI 11, CCR6 antagonist 1, UPR CHOP act 2.4 and EBI2 antag -4.
CCn1c2ccccc2c2nnc(SCC(=O)c3ccccc3)nc21 was read as tim23-1 inh 10, UPR XBP1 act 6, APJ antag 11, APJ agonist 1, CXCR6 inh 7, Mdm2 MdmX PPI 17, CCR6 antagonist 22, UPR CHOP act 0.4 and EBI2 antag -3.
`CCCCS(=O)(=O)N1CCCC(C(=O)Oc2ccccc2OC)C1` (configuration not stated) gave tim23-1 inh 22, UPR XBP1 act -2, APJ antag -1, APJ agonist -4, CXCR6 inh -4, Mdm2 MdmX PPI 6, CCR6 antagonist 12, UPR CHOP act -0.3 and EBI2 antag 2.
`CCN(CC)c1ccc(NC(=O)CNCc2ccccc2Cl)c(C)c1` gave tim23-1 inh 27, UPR XBP1 act -4, APJ antag 11, APJ agonist -1, CXCR6 inh -1, Mdm2 MdmX PPI 6, CCR6 antagonist 4, UPR CHOP act 0.4 and EBI2 antag -1.

The final two entries of the part before lead into the next.
`CCCCS(=O)(=O)N1CCCC(C(=O)Oc2ccccc2OC)C1` (configuration not stated) gave tim23-1 inh 22, UPR XBP1 act -2, APJ antag -1, APJ agonist -4, CXCR6 inh -4, Mdm2 MdmX PPI 6, CCR6 antagonist 12, UPR CHOP act -0.3 and EBI2 antag 2.
`CCN(CC)c1ccc(NC(=O)CNCc2ccccc2Cl)c(C)c1` gave tim23-1 inh 27, UPR XBP1 act -4, APJ antag 11, APJ agonist -1, CXCR6 inh -1, Mdm2 MdmX PPI 6, CCR6 antagonist 4, UPR CHOP act 0.4 and EBI2 antag -1.
O=c1[nH]cnc2c1nc(SCc1ccccc1)n2C1OC(CO)C(O)C1O (configuration not stated) was read as tim23-1 inh -2, UPR XBP1 act 1, APJ antag 0, APJ agonist -20, CXCR6 inh -1, Mdm2 MdmX PPI 27, CCR6 antagonist -8, UPR CHOP act 0.4 and EBI2 antag -11.
Screening NC(=O)c1sc2nc3c(c(-c4ccco4)c2c1N)CCCC3 returned tim23-1 inh 42, UPR XBP1 act -2, APJ antag 8, APJ agonist -4, CXCR6 inh -3, Mdm2 MdmX PPI 61*, CCR6 antagonist 4, UPR CHOP act -1.9 and EBI2 antag 12.
Cc1ccc(-n2nnc(-c3cccnc3Cl)n2)cc1 was read as tim23-1 inh 6, UPR XBP1 act 0, APJ antag 20, APJ agonist -5, CXCR6 inh 4, Mdm2 MdmX PPI -153, CCR6 antagonist 2, UPR CHOP act 1.3 and EBI2 antag -6.
Screening CC(C)CC(=O)Nc1ccc(C(=O)COC(=O)Cc2n[nH]c(=O)c3ccccc23)cc1 returned tim23-1 inh 2, UPR XBP1 act 0, APJ antag 39, APJ agonist -5, CXCR6 inh 1, Mdm2 MdmX PPI 8, CCR6 antagonist 1, UPR CHOP act -0.1 and EBI2 antag 2.
`Cc1cccc(C(=O)Nc2cccc(-c3cnc4ccccc4n3)c2)c1` gave tim23-1 inh -24, UPR XBP1 act 4, APJ antag -8, APJ agonist -1, CXCR6 inh 1, Mdm2 MdmX PPI 10, CCR6 antagonist -8, UPR CHOP act 6.5 and EBI2 antag 9.
For COc1ccccc1CN1CCC(n2nccc2NC(=O)c2ccccc2Cl)CC1 the results were tim23-1 inh 2, UPR XBP1 act -4, APJ antag -8, APJ agonist 0, CXCR6 inh 3, Mdm2 MdmX PPI -12, CCR6 antagonist 11, UPR CHOP act 0.6 and EBI2 antag -3.
`COc1ccc(CCNC(=O)Cc2ccc(C)cc2)cc1OC` gave tim23-1 inh 6, UPR XBP1 act -4, APJ antag 24, APJ agonist 1, CXCR6 inh 2, Mdm2 MdmX PPI 25, CCR6 antagonist 11, UPR CHOP act 1.2 and EBI2 antag 9.
Screening COc1cc(Cl)ccc1OCc1cc(C(=O)N2CCCCCCC2)no1 returned tim23-1 inh 31, UPR XBP1 act -6, APJ antag 11, APJ agonist 1, CXCR6 inh -3, Mdm2 MdmX PPI -33, CCR6 antagonist 24, UPR CHOP act 1.1 and EBI2 antag -6.
`CC(C)Cc1nc2oc3c(NCC(C)O)ncnc3c2c2c1CCCC2` (configuration not stated) gave tim23-1 inh 40, UPR XBP1 act 0, APJ antag 13, APJ agonist 1, CXCR6 inh 3, Mdm2 MdmX PPI 26, CCR6 antagonist 9, UPR CHOP act 0.3 and EBI2 antag 23.
Screening COc1ccc(Cc2nc3ccc(C(=O)N(C)CCc4cnn(C)c4)cc3o2)cc1OC returned tim23-1 inh 3, UPR XBP1 act -4, APJ antag -21, APJ agonist -1, CXCR6 inh 0, Mdm2 MdmX PPI 5, CCR6 antagonist 10, UPR CHOP act 0.6 and EBI2 antag 4.
CSc1ncc(C(=O)Nc2ccccc2C)c(C)n1 was read as tim23-1 inh 15, UPR XBP1 act -4, APJ antag 19, APJ agonist -4, CXCR6 inh -5, Mdm2 MdmX PPI 11, CCR6 antagonist 7, UPR CHOP act 3.5 and EBI2 antag -1.
Screening S=C1NC2(CCCCCC2)N=C1c1ccccc1 returned tim23-1 inh 15, UPR XBP1 act -1, APJ antag -16, APJ agonist -3, CXCR6 inh 14, Mdm2 MdmX PPI 9, CCR6 antagonist 18, UPR CHOP act -1.7 and EBI2 antag -17.
CCn1c(-c2cc(-c3cccc(OC)c3)nc3ccccc23)n[nH]c1=S was read as tim23-1 inh 39, UPR XBP1 act 1, APJ antag 5, APJ agonist -4, CXCR6 inh 6, Mdm2 MdmX PPI 6, CCR6 antagonist 9, UPR CHOP act 2.6 and EBI2 antag 7.
For CCCOc1cc(C)c(S(=O)(=O)n2nnc3ccccc32)cc1C the results were tim23-1 inh -19, UPR XBP1 act 2, APJ antag 3, APJ agonist -4, CXCR6 inh 0, Mdm2 MdmX PPI 10, CCR6 antagonist 0, UPR CHOP act 0.4 and EBI2 antag -14.
`Nc1cnnc(N/N=C\c2ccccc2)c1Cl` gave tim23-1 inh 11, UPR XBP1 act -4, APJ antag 16, APJ agonist 3, CXCR6 inh 0, Mdm2 MdmX PPI -28, CCR6 antagonist -8, UPR CHOP act 4.4 and EBI2 antag -2.
For O=C(Nc1ccc(Cl)c(S(=O)(=O)N2CCOCC2)c1)C1CCCC1 the results were tim23-1 inh 29, UPR XBP1 act -2, APJ antag 4, APJ agonist 1, CXCR6 inh 2, Mdm2 MdmX PPI -1, CCR6 antagonist 9, UPR CHOP act 1.5 and EBI2 antag -7.
O=C(O)C1CC(=O)N(Cc2cccs2)C1 (configuration not stated) was read as tim23-1 inh 9, UPR XBP1 act -1, APJ antag -3, APJ agonist 1, CXCR6 inh 4, Mdm2 MdmX PPI -20, CCR6 antagonist 3, UPR CHOP act -0.9 and EBI2 antag -5.
For O=C(NC(Cc1ccccc1)C(=O)N1CCN(S(=O)(=O)c2ccccc2F)CC1)c1ccccc1 (configuration not stated) the results were tim23-1 inh -3, UPR XBP1 act -2, APJ antag 7, APJ agonist 26*, CXCR6 inh 0, Mdm2 MdmX PPI 24, CCR6 antagonist 0, UPR CHOP act 0.5 and EBI2 antag 4.
For COc1ccccc1NC(=O)C1CCCN(S(=O)(=O)c2ccccc2)C1 (configuration not stated) the results were tim23-1 inh 26, UPR XBP1 act 1, APJ antag 11, APJ agonist 4, CXCR6 inh 4, Mdm2 MdmX PPI 20, CCR6 antagonist 9, UPR CHOP act 2.2 and EBI2 antag 2.
`COc1ccccc1N1CCN(CCC(=O)Nc2cccc(Cl)c2)CC1` gave tim23-1 inh 24, UPR XBP1 act -3, APJ antag 5, APJ agonist -6, CXCR6 inh -10, Mdm2 MdmX PPI 5, CCR6 antagonist 4, UPR CHOP act 0.0 and EBI2 antag 17.
Screening COc1ccc(S(=O)(=O)N2C(=O)/C(=C3\SC(N)=NC3=O)c3ccccc32)cc1 returned tim23-1 inh 4, UPR XBP1 act -2, APJ antag -21, APJ agonist 0, CXCR6 inh 3, Mdm2 MdmX PPI 6, CCR6 antagonist 21, UPR CHOP act -0.2 and EBI2 antag 7.
Cc1ccc(-c2nc(C#N)c(NCCc3ccccn3)o2)cc1 was read as tim23-1 inh -17, UPR XBP1 act 0, APJ antag 14, APJ agonist -4, CXCR6 inh -2, Mdm2 MdmX PPI -35, CCR6 antagonist 5, UPR CHOP act 2.7 and EBI2 antag -10.
`O=C(NCc1ccc(Cl)cc1)c1cc2ccccc2oc1=O` gave tim23-1 inh 13, UPR XBP1 act -5, APJ antag -15, APJ agonist -3, CXCR6 inh -7, Mdm2 MdmX PPI 27, CCR6 antagonist 14, UPR CHOP act 2.3 and EBI2 antag 8.
For CCNC(=O)CC1C(=O)N(c2ccc(C)cc2)C(=O)N1CCOC (configuration not stated) the results were tim23-1 inh 20, UPR XBP1 act 3, APJ antag 13, APJ agonist -4, CXCR6 inh -1, Mdm2 MdmX PPI -4, CCR6 antagonist 0, UPR CHOP act -1.1 and EBI2 antag -6.
For C=CCN=c1scc(-c2ccccc2)n1/N=C/c1ccccn1 the results were tim23-1 inh 45, UPR XBP1 act 6, APJ antag 6, APJ agonist -1, CXCR6 inh 5&-2, Mdm2 MdmX PPI 79*, CCR6 antagonist 13&19, UPR CHOP act 5.2 and EBI2 antag -3&-2.

Screening data from PubChem BioAssay.
